From PubChem BioAssay
DENV2 CPE rescue: protects cells from dengue virus 2 cytopathic effect. CPE inhibition, % at 9.99 µM. 350,000 tested, 1.7% active. DENV2-infected cells, cytopathic effect rescue, plate reader; in the data active means CPE inhibition above about 20%, passing the limit was not always enough; inconclusive means no clear call, values can overlap the other calls; tested in BHK-21 cells;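 further: 0% = median of neutral control wells and 100% = median of positive control wells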
ERAP1 inh: blocks human ERAP1 aminopeptidase activity; Q9NZ08; recombinant ERAP1, Leu-AMC fluorescence, 60 min; inhibition, % at 10.7 µM; 340,000 tested, 0.15% active; AID 652197;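 active means mean replicate inhibition of at least 30%, or all replicates individually reaching that 30% level; inactive means mean below 30% and not every replicate reaching it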;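 further: 0% = neutral control wells and 100% = L-leucinethiol positive control wells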
SIRT5 block: blocks human SIRT5 desuccinylation of peptide; Purified SirT5, succinyl-peptide AMC, trypsin-coupled fluorescence; 330,000 tested, 1.1% active; inhibition, % at 15 µM; AID 652115; in the data active means inhibition above about 15%; inconclusive means no clear call, values can overlap the other calls
Casp6 inh: inhibitors of human caspase-6 | P55212 | purified caspase-6, Z-VEID-R110 cleavage fluorescence | inhibition, % at 12.5 µM | 350,000 tested, 0.53% active | AID 686996;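 active means mean inhibition across replicates at least about 35%, with every replicate also reaching that limit, limit read from the data; inconclusive means only one of the two criteria met; inactive means neither criterion met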;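 further: 0% = median of neutral control wells and 100% = no fluorescence left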
ERp5 block: blocks human ERp5 reductase activity on insulin | inhibition, % at 9.99 µM | 350,000 tested, 0.05% active | ERp5 insulin aggregation, absorbance 650 nm, 90 min;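 active means mean replicate inhibition above about 25%, with every replicate also reaching it, limit read from the data, passing the limit was not always enough; inconclusive means only one of those two criteria met; inactive means neither criterion met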
CFTR F508del cor: CFTR F508del correction in bronchial cells; CFBE cells, YFP halide quenching; stimulated with forskolin plus potentiator P3; % fluorescence drop versus neutral controls; activity (quench increase), % at 7.58 µM; 350,000 tested, 0.36% active; AID 720511;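 active means mean added fluorescence quench of at least 8% versus neutral control, with both replicates also reaching 8%; inconclusive means only one of the mean or replicate conditions met; inactive means mean below 8% and not both replicates reaching 8%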;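 further: cells transiently co-express mutant CFTR-F508del with the halide-sensitive YFP; corrector assay measuring rescue of mutant channel to the surface after 24 h compound exposure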
miR-122 sensor: inhibitors of miR-122 in Huh7 cells; activation (reporter increase), % at 12.5 µM; Huh7 miR-122 Renilla luciferase sensor, 48 h; neutral wells = 0, positive control = 100; 340,000 tested, 0.3% active; AID 602342;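 active means mean replicate activation score at least 90 and every replicate individually at or above 90; inconclusive means only one of the two criteria met; inactive means neither criterion met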;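 further: higher luciferase means less miR-122 activity so hits act as miR-122 inhibitors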
The depositor's hits bear a star; ? = inconclusive; / = not tested or not shown; & = joins results of further samples; ! = not confirmed by another sample; [ ] = remark or other dose.

SMILES | DENV2 CPE rescue | ERAP1 inh | SIRT5 block | Casp6 inh | ERp5 block | CFTR F508del cor | miR-122 sensor
C[C@@H](C(=O)Nc1ccc2ccccc2c1)[C@@H]1C[C@@]1(C)[C@@H](NC(=O)c1cccnc1)c1ccccc1 | 0 | -2 | / | / | 0 | 0.0 | 2
O=C(NCc1ccc(F)cc1)[C@H]1[C@H](CO)[C@H]2Cn3c(cccc3=O)[C@H]2N1CC1CC1 | -1 | 0 | 0 | -1 | 6 | 1.0 | 11[16.7 µM]
CC1(C)CC(=O)C2=C(C1)OC1=C(C(=O)CC(C)(C)C1)C2c1cc([N+](=O)[O-])cc([N+](=O)[O-])c1O | 7 | 8 | 4 | 5 | 7 | 3.3 | -7
COc1ccccc1OCC(=O)Nc1cc(Cl)ccc1Oc1ccccc1 | 1 | -2 | -3 | 2 | 1 | / | -2
COc1ccc(CNC(=O)Nc2ccc3c(c2)c(=O)n(C)n3Cc2cccc(C(F)(F)F)c2)cc1 | ? | 9 | -3 | 2 | -1 | -5.9 | 23
COc1ccc(C(=O)Nc2ccc(C3CC3(Cl)Cl)cc2)cc1 (configuration not stated) | -11 | -4 | -1 | -2 | 3 | -5.1 | -2
CCCCN(CCCC)CC(O)COc1ccccc1Br (configuration not stated) | -2 | -7 | -6 | 2 | 2 | / | /
CN(C)C(=O)c1ccc(=O)n(Cc2ccc(Cl)cc2Cl)c1 | -2 | 0 | -1 | -2 | 4 | -0.9 | -5
Cc1noc(C)c1NC(=O)N(C)C[C@H]1OCCCC[C@H](C)Oc2ccc(NC(=O)Cc3ccccc3)cc2C(=O)N([C@@H](C)CO)C[C@H]1C | 3 | 1 | -7 | 1 | 3 | -1.1 | 0[16.7 µM]
COc1ccc(OC)c(/C=C/C(=O)c2ccc3c(c2)OCCO3)c1 | -5 | 0 | -2 | 0 | -1 | -3.8 | 3
CN(C)c1ccc(NS(=O)(=O)c2ccc(-c3csnn3)cc2)cc1 | 0 | 2 | / | 6 | 7 | -2.3 | -1
Cc1cc(C(=O)Nc2ccccc2Cl)n(-c2ccccc2)n1 | 7 | -3 | -6 | 2 | 5 | -0.6 | -1
CCCCOc1ccc(C(=O)N2CCN(c3ccc(N4CCOCC4)nn3)CC2)cc1 | 1 | -4 | -2 | 2 | 5 | 1.5 | /
COC(=O)[C@H]1[C@H](CO)[C@H]2Cn3c(ccc(-c4ccncc4)c3=O)[C@H]2N1CC1CCCC1 | -8 | 9 | 2 | 0 | -2 | -0.3 | /
O=Cc1[nH]c2ccccc2c1N(C(=O)CCl)c1ccccc1 | 1 | -1 | 3 | 7 | 5 | -1.0 | /
COc1cc(Nc2nc3ccc(Cl)cc3n3cnnc23)cc(OC)c1OC | -2 | -1 | -1 | 4 | 1 | -1.8 | -4
Cc1cccc(-c2ccc(C3[C@H]4CNC[C@@H]3N4S(=O)(=O)c3ccccc3F)cc2)c1 (some centres not stated) | 22*! | 0&-3 | 1&0 | 4&-1 | -4&-1 | 1.3&2.8 | /
C[C@H](CO)N1C[C@H](C)[C@@H](CN(C)S(=O)(=O)c2cn(C)cn2)Oc2c(NS(=O)(=O)c3ccc(F)cc3)cccc2C1=O | -8&8 | 1&-1 | -3 | 0&-3 | -3&-7 | -0.8&-1.2 | 4
O=C(CNc1cccc(C(F)(F)F)c1)N/N=C/C1CCCCC1 | -6 | 0 | 2 | 3 | -2 | / | -1
COc1ccc(S(=O)(=O)Nc2ccc3c(c2)CC(=O)N([C@H](C)CO)C[C@@H](C)[C@@H](CN(C)Cc2ccc4c(c2)OCO4)O3)cc1 | 1 | 1 | 3 | -1 | 3 | -0.3 | -4[16.7 µM]

Entries listed above printed as active in DENV2 CPE rescue:
SMILES | DENV2 CPE rescue | ERAP1 inh | SIRT5 block | Casp6 inh | ERp5 block | CFTR F508del cor | miR-122 sensor
Cc1cccc(-c2ccc(C3[C@H]4CNC[C@@H]3N4S(=O)(=O)c3ccccc3F)cc2)c1 (some centres not stated) | 22*! | 0&-3 | 1&0 | 4&-1 | -4&-1 | 1.3&2.8 | /

Remaining list, next part
SMILES | DENV2 CPE rescue | ERAP1 inh | SIRT5 block | Casp6 inh | ERp5 block | CFTR F508del cor | miR-122 sensor
CCCn1c(SCC(=O)NCc2ccc3c(c2)OCO3)n[nH]c1=O | 0 | -3 | 0 | 4 | 0 | -1.9 | -8
Cc1ccc2c(c1)C(=O)N1[C@H]3c4cc(C)ccc4OC[C@@H]3[C@H](c3ccccc3)[C@]1(C)C(=O)N2 | -3 | -1 | -8 | -2 | 3 | -3.6 | -8
CSc1ccccc1NC(=O)CN(C)C(=O)c1ccc2c(c1)OCCO2 | 4 | 0 | -1 | 0 | 0 | -3.2 | -2
CC(C)(C)c1ccc(-n2ncc3c2CCCC3NC(=O)CCN2CCCC2=O)cc1 (configuration not stated) | -7 | -1 | -1 | -3 | 1 | -5.0 | 3
O=C1NCCN1CCN1C(=O)c2ccccc2NC1c1ccccc1 (configuration not stated) | 7 | 3 | / | 0 | 7 | 0.0 | 6
CC(O)[C@H]1CNC(=S)N1CCc1cccc(F)c1 (some centres not stated) | -6 | 0 | -1 | -2 | 1 | 1.3 | -7
C[C@@H]1CCCCO[C@@H](CN(C)Cc2ccc(C(F)(F)F)cc2)[C@@H](C)CN([C@H](C)CO)C(=O)c2cc(NS(=O)(=O)c3cn(C)cn3)ccc2O1 | -5 | -4 | 3 | 2 | -1 | 0.6 | 3[16.7 µM]
Cc1ccc(CNC(=O)C2(C)CCN2C(=O)Cc2ccc(-c3ccccc3)cc2)cc1 (configuration not stated) | ? | 1 | -3 | 1 | 2 | 3.0 | -7
COc1cccc(C(=O)Nc2ccc3c(c2)OC[C@@H](C)N(C(C)=O)C[C@@H](C)[C@@H](OC)CN(C)C3=O)c1 | -4 | -1 | -14 | -3 | 0 | 0.0 | -2[16.7 µM]
COc1ccc(OCC(=O)NCc2n[nH]c(=O)c3ccccc23)cc1 | 2 | -1 | -1 | -2 | -8 | 0.5 | /
COc1ccc(C)c2sc(N(CCCN(C)C)C(=O)c3ccc4c(c3)OCCO4)nc12 | -8 | 0 | 7 | 6 | -1 | -5.1 | /
CCO[C@H]1OC(C(=O)N2CCN(Cc3ccc4c(c3)OCO4)CC2)=C[C@@H](c2ccc(C(F)(F)F)cc2)[C@@H]1CCCO | -9&-6 | 6&-2 | 9&-2 | 2&7 | 3&-3 | 0.4&0.6 | -10
O=C(COC(=O)c1cc[n+]([O-])cc1)NC(=O)c1ccc(OC(F)F)cc1 | ? | 1 | -8 | 8 | 11 | 1.2 | 8
Cc1ccc(S(=O)(=O)/N=c2\ccc(Cl)cn2C(F)F)cc1 | 1 | -4 | -1 | 2 | -2 | 1.1 | /
O=C(Cc1cccc(NC(=O)C2CCCN(C(=O)C3CC3)C2)c1)Nc1cccc(C(=O)N2CCCCC2)c1 (configuration not stated) | 59* | 5 | 0 | 2 | 2 | 1.0 | 6
Cc1oc(-c2ccccc2F)nc1CS(=O)(=O)CC(=O)NCCCN1CCc2ccccc2C1 | 0 | 2 | -3 | -7 | 2 | -1.4 | -4
COc1cc2c(cc1O)CC[n+]1cc3c(OC)c(OC)ccc3cc1-2 | 11 | 4 | / | 3 | 0 | -1.1 | /
C[C@@H]1CN([C@@H](C)CO)C(=O)Cc2cc(NC(=O)Cc3ccccc3)ccc2O[C@H]1CN(C)Cc1ccncc1 | 2 | 0 | 2 | 0 | 3 | 2.1 | 6[16.7 µM]
CC(C)NC(=O)Nc1ccc2c(c1)C(=O)N([C@H](C)CO)C[C@H](C)[C@@H](CN(C)C(=O)Cc1ccccc1)OCCCC[C@H](C)O2 | -5 | 3 | -3 | -2 | 0 | 3.1 | 2[16.7 µM]
CCNC(=O)CC1C(=O)N(c2ccc(C)cc2)C(=O)N1CCOC (configuration not stated) | -5 | 1 | 3 | 1 | 2 | -4.1 | /
COC(=O)CCC(=O)N1CCCC(C(=O)c2ccc(Cl)cc2C)C1 (configuration not stated) | -1 | -2 | -4 | 1 | -5 | 0.1 | 2
COc1cc(CNc2ccc3[nH]c(=O)[nH]c3c2)ccc1OCc1ccc(F)cc1Cl | -7 | 0 | -7 | -7 | 2 | 0.8 | /
C[C@@H]1CN([C@H](C)CO)C(=O)c2ccccc2-c2ccccc2CO[C@@H]1CN(C)S(=O)(=O)c1ccc(C(F)(F)F)cc1 | -3 | 3 | 7 | -1 | 0 | 2.7 | /
O=C1CC[C@@H](CN(Cc2ccccn2)Cc2nc(-c3ccc(C(F)(F)F)cc3)no2)N1 | -5 | 2 | 1 | 0 | 3 | -1.0 | 1
CNC(=O)CSc1nccn1Cc1ccc(Cl)cc1 | 2 | -6 | -3 | -1 | -1 | 2.4 | /
COC(=O)C[C@H]1CC[C@@H]2[C@H](COc3ccc(NC(=O)Nc4cccc(F)c4)cc3C(=O)N2C)O1 | -3 | 0 | 0 | 0 | 1 | 2.5 | -5[16.7 µM]
N#C[C@H]1[C@@H](c2ccc(/C=C/c3ccccc3)cc2)[C@@H](CO)N1C(=O)C1CC1 | -6 | 2 | 1 | 0 | 6 | 1.0 | /
COc1ccc(NC(=O)N(C)C[C@H]2OCCCC[C@H](C)Oc3ccc(NC(=O)Nc4ccc(F)cc4)cc3C(=O)N([C@@H](C)CO)C[C@@H]2C)cc1 | -1 | -1 | -2 | 1 | -10 | -0.8 | 1[16.7 µM]
O=[N+]([O-])c1ccc(N2CCCCC2)nc1N1CCCCC1 | 4 | 1 | 6 | -1 | -7 | -1.5 | /
COc1ccccc1CCNC(=O)CNC(=O)c1ccc2ccccc2c1 | -4 | -1 | -4 | 2 | -10 | 0.8 | 54
Cc1ccc(C(OC(=O)c2ccco2)C(=O)NC2CCCC2)cc1 (configuration not stated) | -2 | 0 | 4 | 3 | 7 | -0.6 | /
CN1C(=O)c2cc(NC(=O)c3ccc(Cl)cc3)ccc2OC[C@H]2O[C@H](CC(=O)NCc3cccc(F)c3)CC[C@H]21 | -10 | -1 | -1 | 1 | 8 | 3.6 | -30[16.7 µM]
CCc1ccc(-c2cn3c(n2)SCC3)cc1 | 12 | 4 | 7 | -5 | -3 | -1.4 | -1
CCCn1c(N)c(C(=O)CN(C)CC(=O)Nc2cccc(F)c2)c(=O)[nH]c1=O | -6 | -3 | -2 | 1 | 1 | 2.4 | -6
COc1cccc(N(Cc2nnc3n2CCCCC3)C(=O)Nc2ccccc2)c1 | 3 | / | / | -4 | 4 | 0.4 | -1
C[C@H](CO)N1C[C@H](C)[C@H](CN(C)CC2CCCCC2)Oc2ccc(NC(=O)CCCN(C)C)cc2C1=O | 0 | 2 | -2 | / | 1 | -0.4 | 7[16.7 µM]

6 compounds drawn at random from the list so far:
SMILES | DENV2 CPE rescue | ERAP1 inh | SIRT5 block | Casp6 inh | ERp5 block | CFTR F508del cor | miR-122 sensor
O=[N+]([O-])c1ccc(N2CCCCC2)nc1N1CCCCC1 | 4 | 1 | 6 | -1 | -7 | -1.5 | /
COc1ccc(C(=O)Nc2ccc(C3CC3(Cl)Cl)cc2)cc1 (configuration not stated) | -11 | -4 | -1 | -2 | 3 | -5.1 | -2
CCCCN(CCCC)CC(O)COc1ccccc1Br (configuration not stated) | -2 | -7 | -6 | 2 | 2 | / | /
COc1ccccc1CCNC(=O)CNC(=O)c1ccc2ccccc2c1 | -4 | -1 | -4 | 2 | -10 | 0.8 | 54
C[C@@H]1CN([C@H](C)CO)C(=O)c2ccccc2-c2ccccc2CO[C@@H]1CN(C)S(=O)(=O)c1ccc(C(F)(F)F)cc1 | -3 | 3 | 7 | -1 | 0 | 2.7 | /
CN1C(=O)c2cc(NC(=O)c3ccc(Cl)cc3)ccc2OC[C@H]2O[C@H](CC(=O)NCc3cccc(F)c3)CC[C@H]21 | -10 | -1 | -1 | 1 | 8 | 3.6 | -30[16.7 µM]

An unsorted share of the library; overall some 4% were active at least once.
